GLD-1 TGE inh = GLD-1/TGE RNA complex disruptors, primary screen, biochemical, fluorescence polarization. Female germline-specific tumor suppressor gld-1 (Caenorhabditis elegans), Q17339. purified GLD-1 + fluorescein TGE RNA. inhibition, % at 5.96 µM. hit rate 0.44% among 320,000. AID 2280, 2010;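 active means percent inhibition above a per-plate cutoff, the plate mean of test compounds plus 3 SD, cut at about 30% in these data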;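 further: 0% = DMSO wells with GLD-1 and probe and 100% = wells lacking GLD-1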
CR mimetic SO = reduction of superoxide in aged yeast, primary screen, HTS | S. cerevisiae aged cells, superoxide DHE fluorescence; hits give low values | superoxide response (% of plate mean), % at 10 µM | hit rate 0.18% among 330,000 | AID 2690, 2010;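 active means superoxide response under a set limit, about three screen SD below normal, cut at about 65% in these data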;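 further: yeast aged for seven days with compound at 30 °C before DHE staining; 100% = average MFI of all compound-treated wells on the plate with controls excluded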
BCLXL inh = inhibitors of human Bcl-xL, primary screen, biochemical, fluorescence polarization, HTS; GST-Bcl-xL / FITC-Bim BH3 peptide fluorescence polarization; Bcl-2-like protein 1 (Homo sapiens), Q07817; inhibition, % at 10.9 µM; hit rate 0.7% among 320,000;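 active means inhibition above the mean of all tested compounds plus 3 SD, cutoff set per campaign, cut at about 30% in these data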;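 further: 0% = DMSO wells and 100% = unlabeled Bim-BH3 peptide competitor; inhibitors lower millipolarization by displacing the labeled peptide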
GRK2 inh = compounds blocking aptamer binding on GRK2 – biochemical, human GRK2, bead flow cytometry, HTS, primary screen; Beta-adrenergic receptor kinase 1 (Homo sapiens), P25098; FAM-aptamer displacement from GRK2; inhibition of aptamer binding, % at 10 µM; hit rate 0.59% among 330,000;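 active means inhibition of aptamer binding above 40%, roughly 3 SD of noise, on plates passing a quality check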;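 further: median bead fluorescence of bound FAM aptamer so fluorescent compounds give negative values; no value below 0 was filed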
Target sequence (P25098 whole entry, looked up): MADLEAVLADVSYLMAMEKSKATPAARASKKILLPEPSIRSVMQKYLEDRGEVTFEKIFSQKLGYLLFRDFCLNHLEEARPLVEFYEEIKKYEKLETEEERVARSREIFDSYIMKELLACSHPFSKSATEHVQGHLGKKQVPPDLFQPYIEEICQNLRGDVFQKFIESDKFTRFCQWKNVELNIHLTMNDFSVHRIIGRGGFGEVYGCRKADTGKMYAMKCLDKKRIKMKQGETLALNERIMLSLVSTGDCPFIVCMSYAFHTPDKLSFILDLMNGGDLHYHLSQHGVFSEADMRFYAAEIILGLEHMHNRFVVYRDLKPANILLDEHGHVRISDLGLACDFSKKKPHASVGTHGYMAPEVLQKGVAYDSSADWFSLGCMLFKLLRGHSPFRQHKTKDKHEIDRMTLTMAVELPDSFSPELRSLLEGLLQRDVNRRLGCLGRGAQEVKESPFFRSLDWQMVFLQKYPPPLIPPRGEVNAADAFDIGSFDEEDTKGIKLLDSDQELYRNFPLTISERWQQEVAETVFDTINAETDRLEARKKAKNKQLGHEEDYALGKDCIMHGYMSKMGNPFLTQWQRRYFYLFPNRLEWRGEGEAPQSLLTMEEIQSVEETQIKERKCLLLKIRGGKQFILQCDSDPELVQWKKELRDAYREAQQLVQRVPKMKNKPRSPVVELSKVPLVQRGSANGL
MCL1-BIM inh = inhibitors of MCL1 binding to BIM-BH3, primary screen, biochemical, fluorescence polarization. inhibition, % at 10.9 µM. Induced myeloid leukemia cell differentiation protein Mcl-1 (Homo sapiens), Q07820. GST-MCL1 / FITC-Bim-BH3 fluorescence polarization. hit rate 0.68% among 320,000;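 active means inhibition above the mean inhibition of all tested compounds plus 3 SD, set per campaign, cut at about 40% in these data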;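 further: 0% = DMSO wells and 100% = unlabeled Bim-BH3 peptide control; higher means more loss of mP so more displacement of Bim peptide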
Target sequence (Q07820 whole entry, looked up): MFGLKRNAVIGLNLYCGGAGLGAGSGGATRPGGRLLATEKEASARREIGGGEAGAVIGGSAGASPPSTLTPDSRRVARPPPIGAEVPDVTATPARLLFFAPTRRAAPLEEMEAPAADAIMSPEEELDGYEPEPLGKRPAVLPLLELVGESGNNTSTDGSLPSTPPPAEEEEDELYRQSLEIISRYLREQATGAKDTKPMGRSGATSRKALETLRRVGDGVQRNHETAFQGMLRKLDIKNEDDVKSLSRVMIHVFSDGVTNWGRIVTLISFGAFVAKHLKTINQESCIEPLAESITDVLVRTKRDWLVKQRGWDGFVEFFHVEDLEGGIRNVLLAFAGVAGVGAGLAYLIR
AGP1-GFP MLPCN = modulators of AGP1-GFP expression in yeast TOR pathway, primary screen, cell-based, multiplex flow cytometry, S. cerevisiae, MLPCN library; AID 2066, 2009; GFP response vs DMSO, % at 10 µM; 3 h; GFP as percent of DMSO wells; hit rate 0.02% among 320,000;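 active means GFP response relative to DMSO above a set limit, near screen average plus 3 SD, cut at about 150% in these data; inconclusive means fewer than 70 cells counted for the yeast strain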;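 further: median GFP channel fluorescence of the gated AGP1 strain per well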
CIT2-GFP yeast = modulators of CIT2-GFP expression in yeast, primary screen, S. cerevisiae, GFP fusion, multiplex flow cytometry, MLPCN library. hit rate 0.065% among 320,000. AID 2029, 2009. GFP response vs DMSO, % at 10 µM. S. cerevisiae CIT2-GFP strain, 3 h; 100 means same as DMSO wells;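 active means GFP response relative to DMSO above a set limit, near the screen mean plus 3 SD, cut at about 150% in these data; inconclusive means Fewer than 70 cells measured for a yeast strain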;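 further: ratio of well median GFP fluorescence to mean of DMSO wells on the plate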
MEX-5 binding = MEX-5 zinc finger RNA-binding disruptors – biochemical, C. elegans, fluorescence polarization, MLPCN library, primary screen. MEX-5/FITC-TCR2 RNA binding; hits give low values. activity score (negative = inhibition of binding), % at 10 µM. hit rate 0.38% among 300,000. AID 1832, 2009;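 active means inhibition past about -25% in most replicates, and total fluorescence under double the plate's negative control median, limit read from the data; inconclusive means replicates evenly split on the limit, or fluorescence at least double controls; inactive means too little inhibition in most replicates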;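 further: 0% = DMSO and -100% = 5 µM competing unlabeled TCR2 RNA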
VLA-4 inh = inhibition in human VLA-4 binding assay, primary screen, VLA-4 allosteric modulator project, MLPCN library, flow cytometry, VLA-4 expressing cells. Integrin alpha-4 (Homo sapiens), P13612. ligand binding flow cytometry. inhibition, % (about 7 µM as worked out from the volumes in the protocol). hit rate 0.2% among 330,000. AID 2557, 2010; in the data active means inhibition above about 50%
The depositor's hits bear a star; ? = inconclusive; / = no result given; [ ] = another dose, or the depositor's remark.

Start of the listing, in advance (5 entries):
SMILES	GLD-1 TGE inh	CR mimetic SO	BCLXL inh	GRK2 inh	MCL1-BIM inh	AGP1-GFP MLPCN	CIT2-GFP yeast	MEX-5 binding	VLA-4 inh
CCOc1ccccc1NC(=O)Nc1ccncc1	3	93	0	0	-4	91	87	-2.6	-8
CCC(=O)N1CCN(c2ccccc2NC(=O)c2ccc(OC)c(Cl)c2)CC1	7	101	3	1	-2	106	103	-2.5	-5
C(=N\Nc1nn[nH]n1)/c1ccccc1	-3	90	1	2	3	104	103	0.6	2
CCOc1ccc(/C=N/Nc2cc(C)nc(N3CCOCC3)n2)cc1	3	97	6	1	8	117	111	-3.8	6
COc1ccc(/C(O)=C2/C(=O)C(=O)N(c3ncccn3)C2c2ccc(F)cc2)cc1 (stereo not given)	-1	107	2	0	4	101	90	1.6	-8

The list itself, from the start:
SMILES	GLD-1 TGE inh	CR mimetic SO	BCLXL inh	GRK2 inh	MCL1-BIM inh	AGP1-GFP MLPCN	CIT2-GFP yeast	MEX-5 binding	VLA-4 inh
CCOc1ccccc1NC(=O)Nc1ccncc1	3	93	0	0	-4	91	87	-2.6	-8
CCC(=O)N1CCN(c2ccccc2NC(=O)c2ccc(OC)c(Cl)c2)CC1	7	101	3	1	-2	106	103	-2.5	-5
C(=N\Nc1nn[nH]n1)/c1ccccc1	-3	90	1	2	3	104	103	0.6	2
CCOc1ccc(/C=N/Nc2cc(C)nc(N3CCOCC3)n2)cc1	3	97	6	1	8	117	111	-3.8	6
COc1ccc(/C(O)=C2/C(=O)C(=O)N(c3ncccn3)C2c2ccc(F)cc2)cc1 (stereo not given)	-1	107	2	0	4	101	90	1.6	-8
COc1ccc(S(=O)(=O)N2CCCCC2)cc1NC(=O)COC(=O)c1ccco1	6	94	/	2	/	102	102	/	6
Cc1ccc(NC(=O)CSCc2cc(=O)n3cc(C)sc3n2)c(C)c1	-2	101	4	4	-1	107	101	-3.2	5
CNC(=O)COC(=O)C1CCN(S(=O)(=O)c2ccc3c(c2)OCCO3)CC1	1	85	-2	6	5	92	84	/	9
CCOC(=O)c1cnc(Nc2nc3ccccc3o2)nc1CSC(=S)N(CC)CC	2	95	5	2	6	102	103	-0.2	28
CSc1ncc(C(=O)Nc2ccccc2C)c(C)n1	-10	92	4	2	-3	93	95	0.0	1
O=C(NC1CCCCC1)OCCN1CCN(Cc2ccccc2)CCC1=O	-1	93	7	1	2	90	114	-2.5	-3
CCOc1ccc(NC(=S)N2C3CCCC2CC(NC(=O)C2CC2)C3)cc1 (stereo not given)	9	103	-1	1	6	102	107	0.8	6
NC1=NC[C@@H](Cc2ccc(O)cc2)N1CC1CCCCC1	14	102	5	0	9	106	108	-0.4	10
COc1ccc(C2=NOC(Cn3nc(C(=O)NCc4ccco4)cc3-c3ccccc3)C2)cc1 (stereo not given)	3	103	4	0	1	102	91	3.1	0
CC1(C)OC(=O)C(=CSc2ccc(C(C)(C)C)cc2)C(=O)O1	4	96	5	0	1	105	111	1.2	9
CSc1ccccc1NC(=O)CN1CCCCC1C (stereo not given)	-5	93	-6	0	-10	101	99	-1.0	-2
Cc1nc2cc(NC(=O)C3COc4ccccc4O3)ccc2s1 (stereo not given)	4	99	-8	0	-19	89	81	0.5	2
CN(C(=O)C1CC1)C1CCS(=O)(=O)C1 (stereo not given)	-3	100	1	0	3	102	97	-3.6	6
CC1CCCN(c2nc3c(c(=O)n(C)c(=O)n3C)n2CCSc2nc3ccccc3o2)C1 (stereo not given)	0	104	1	1	6	94	91	-0.4	8
Cc1cc(/C=C2\NC(=S)NC2=O)c(C)n1-c1cccnc1	4	101	9	0	5	99	100	-0.1	-2
O=C(c1ccco1)N1CCN(C(=O)C2CCCN(S(=O)(=O)Cc3ccccc3)C2)CC1 (stereo not given)	6	96	5	15	9	103	102	0.5	7
COc1ccc(C(=O)COC(=O)CCN=C2NS(=O)(=O)c3ccccc32)cc1OC	1	105	-3	0	-7	107	112	-1.2	0
COC(=O)C(CCCCNC(=O)OCc1ccccc1)NC(=O)CN (stereo not given)	0	110	7	3	12	109	105	1.2	30
CC(=O)Nc1ccc(S(=O)(=O)N2CCN(S(=O)(=O)N3CCCCCC3)CC2)cc1	-8	111	1	3	3	105	96	-0.3	5
Cc1cccc(C)c1NC(=O)CN1CCN(CC(=O)c2cc(C)n(C3CC3)c2C)CC1	8	104	2	2	-3	99	92	/	-1
COc1ccc(NC(=O)c2ccc3c(=O)n(Cc4ccco4)c(=S)[nH]c3c2)c(OC)c1	-1	108	-1	0	1	106	96	-2.1	-3
CCOc1ccc(-n2c(C)cc(/C=N\NC(=O)CC(=O)NC3CCCCC3)c2C)cc1	8	98	0	0	-2	111	102	0.7	-10
Cc1ccc(OCCN(C)C(=O)C2CCC(=O)N(CC3CCCCC3)C2)cc1 (stereo not given)	0	112	1	3	3	97	101	-7.1	11
CC(C)SCC(=O)Nc1ncc2c(n1)-c1ccccc1CC2	7	99	35*	8	35	102	98	-4.3	-4
CCCC(=O)N(Cc1cc2cc(C)ccc2[nH]c1=O)c1ccccc1OC	8	95	-2	4	1	98	101	2.0	3
COc1ccc(/C=N/NC(=O)c2ccn[nH]2)cc1Cn1nc(C)c([N+](=O)[O-])c1C	3	95	0	13	2	99	103	14	0
CCOC(=O)c1c(NC(=O)c2cc(-c3ccc(Cl)s3)nc3ccccc23)sc(C(N)=O)c1C	7	102	25	0	2	97	100	0.6	13
COc1ccc(Cl)cc1N(CC(=O)N1CCCCCC1)S(C)(=O)=O	2	96	9	1	15	96	105	-1.0	0
O=C(CSCc1c(F)cccc1Cl)NCCSCc1ccco1	7	86	9	1	3	104	94	2.0	4
COc1cc(SC)ccc1C(=O)NCCc1ccccc1	4	105	7	0	7	93	83	-3.6	21
CC12CCC(=O)N1C(C(=O)N1CCN(S(=O)(=O)c3cccc(Cl)c3)CC1)CS2 (stereo not given)	-4	106	3	0	2	109	102	-4.1	-3
CC(C)COC(=O)Nc1nnc(SCCOc2ccccc2)s1	7	99	-5	1	1	102	103	-0.6	-2
CCN(CC)S(=O)(=O)c1cccc(NN=c2c(=O)c3ccccc3c2=O)c1	-6	105	9	3	5	109	106	-2.6	-15
Cc1onc(-c2ccccc2)c1C(=O)n1cccn1	0	99	2	1	6	84	84	1.4	-3
CCC(CC)C(=O)NCCN1CCN(C(=O)C(CC)CC)CC1	5	99	1	6	4	100	108	-0.3	-2

Some of these compounds in order of count of non-hydrogen atoms, descending:
SMILES	GLD-1 TGE inh	CR mimetic SO	BCLXL inh	GRK2 inh	MCL1-BIM inh	AGP1-GFP MLPCN	CIT2-GFP yeast	MEX-5 binding	VLA-4 inh
CCCC(=O)N(Cc1cc2cc(C)ccc2[nH]c1=O)c1ccccc1OC	8	95	-2	4	1	98	101	2.0	3
CCOc1ccc(/C=N/Nc2cc(C)nc(N3CCOCC3)n2)cc1	3	97	6	1	8	117	111	-3.8	6
COc1ccc(Cl)cc1N(CC(=O)N1CCCCCC1)S(C)(=O)=O	2	96	9	1	15	96	105	-1.0	0
O=C(CSCc1c(F)cccc1Cl)NCCSCc1ccco1	7	86	9	1	3	104	94	2.0	4

(continued)
SMILES	GLD-1 TGE inh	CR mimetic SO	BCLXL inh	GRK2 inh	MCL1-BIM inh	AGP1-GFP MLPCN	CIT2-GFP yeast	MEX-5 binding	VLA-4 inh
Cc1ccc(OCC(=O)Nc2ccc([N+](=O)[O-])cc2)cc1	-2	88	5	0	4	106	112	-1.8	-9
O=C(CCCn1c(=S)[nH]c2cc3c(cc2c1=O)OCO3)N1CCN(c2ccccc2F)CC1	22	99	8	0	6	106	105	1.3	-6
CCC1CCCCN1CCCNC(=O)CSc1nc2nc(C)c(Cc3ccccc3)c(C)n2n1 (stereo not given)	-5	100	4	0	-2	100	101	-0.8	4
CCCCCOc1ccc(NC(=O)C(=O)NCC2CCCN2CC)cc1 (stereo not given)	-4	107	11	0	4	81	/	-0.8	4
CCOCCCNC(=O)C(Cc1ccccc1)NS(=O)(=O)c1cccc2nsnc12 (stereo not given)	12	121	1	0	-2	108	107	-1.0	0
COc1ccc(C)cc1S(=O)(=O)n1cnc(C)c1	-7	102	1	1	-4	96	102	2.2	2
O=C(COCc1cc(-c2ccc3c(c2)OCO3)on1)N1CCN(c2cccc(Cl)c2)CC1	-1	80	1	0	2	105	101	1.1	-138
CCCn1nc(C(=O)NNC(=O)c2cccc(C)c2)c2ccccc2c1=O	5	129	/	0	/	118	102	/	14
O=C(Cn1cnc2c(nnn2Cc2ccc(F)cc2)c1=O)N1CCCCC1	-3	97	1	0	-2	103	98	0.2	/
CCc1cccc(NC(=O)c2ccc3c(=O)n4c(nc3c2)CCCCC4)c1	-4	81	0	8	-1	109	107	0.3	-173
COc1ccc(-n2c(C)nc3sc4c(c3c2=O)CCCC4)cc1	-4	109	11	0	-1	88	63	-0.8	-3
COc1ccc(/C(O)=C2/C(=O)C(=O)N(CCCN(C)C)C2c2ccccc2)cc1OC (stereo not given)	-2	104	11	0	1	96	88	2.1	7
c1ccc(-c2nnc(N3CCOCC3)c3ccccc23)cc1	-3	98	6	2	0	104	104	2.6	-3
Cc1ccc(CCNC(=O)C2CCC(=O)N2Cc2cccnc2)cc1 (stereo not given)	-5	112	5	0	6	100	98	-0.5	6
CCOC(=O)c1c(N)sc2c1CCN(CCc1ccccc1)C2	-20	91	-1	0	-3	99	99	0.0	-8
CC(C)N=C(Nc1ccccc1)c1cccnc1	14	110	3	1	6	22[may fluoresce violet]	?	-0.9	-3
CCc1c(C)nc2ncnn2c1N1CCCC(C(=O)Nc2ccc(NC(C)=O)cc2)C1 (stereo not given)	-1	104	5	1	8	99	98	0.3	2
COc1ccccc1/C=C(/C(=O)OCC(=O)Nc1ccccc1C(C)C)c1ccccc1	5	79	7	3	-1	104	104	-1.3	0
CSc1nsc(NC(=O)Nc2ccccc2)n1	-2	123	-3	1	1	101	92	0.9	23
Cc1c(NC(=O)Nc2ccccc2)cccc1[N+](=O)[O-]	2	96	2	0	3	94	84	-1.4	7

Bioassay records as filed in PubChem.
